# GCN5L2 inh: qHTS Assay for Inhibitors of GCN5L2; Histone acetyltransferase KAT2A (Homo sapiens), Q92830; GCN5L2 HAT assay, ThioGlo1 CoA-SH fluorescence; Potency, µM (series often up to 58.9 µM), without a hit: at the highest dose activity change, negative = inhibition, usual class: inhibitors; 390,000 compounds, 0.21% hits; AID 504327, 2011
# Target sequence (Q92830 whole entry, looked up): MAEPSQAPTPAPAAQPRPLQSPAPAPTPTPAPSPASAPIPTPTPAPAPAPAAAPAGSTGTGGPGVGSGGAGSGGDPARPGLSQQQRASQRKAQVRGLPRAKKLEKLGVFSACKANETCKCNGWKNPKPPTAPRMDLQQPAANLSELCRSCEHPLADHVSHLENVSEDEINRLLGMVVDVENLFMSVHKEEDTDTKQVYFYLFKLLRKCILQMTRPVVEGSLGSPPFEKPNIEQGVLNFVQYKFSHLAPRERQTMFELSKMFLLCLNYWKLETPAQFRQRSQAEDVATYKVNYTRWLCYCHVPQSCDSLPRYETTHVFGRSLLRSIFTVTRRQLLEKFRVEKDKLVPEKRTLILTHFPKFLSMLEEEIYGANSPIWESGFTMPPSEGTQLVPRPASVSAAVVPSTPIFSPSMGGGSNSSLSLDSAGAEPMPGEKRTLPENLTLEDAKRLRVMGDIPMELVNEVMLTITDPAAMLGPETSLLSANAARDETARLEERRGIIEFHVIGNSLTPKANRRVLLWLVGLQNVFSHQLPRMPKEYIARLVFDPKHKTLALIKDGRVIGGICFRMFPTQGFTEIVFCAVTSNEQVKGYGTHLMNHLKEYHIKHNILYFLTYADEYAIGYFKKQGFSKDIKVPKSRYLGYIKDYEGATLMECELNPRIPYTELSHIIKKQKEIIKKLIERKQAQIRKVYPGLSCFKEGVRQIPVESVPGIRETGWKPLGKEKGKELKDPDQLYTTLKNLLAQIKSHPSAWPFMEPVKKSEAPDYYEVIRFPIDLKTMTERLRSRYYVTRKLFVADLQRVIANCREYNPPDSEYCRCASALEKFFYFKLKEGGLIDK
#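 Fluorescence readout, Ex340nm/Em540nm: ThioGlo1 (50uM final) reacts with free CoA thiol released as 20nM GCN5L2 acetylates H3(1-25) peptide (75uM) using acetyl-CoA (70uM). Compound and enzyme sat 15 min beforehand; 20 min room-temperature reaction.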
# DT40 TDP1 CPT: qHTS for Inhibitors of human tyrosyl-DNA phosphodiesterase 1 (TDP1): qHTS in cells in presence of CPT; chicken DT40 Tdp1-/-;hTDP1 cells + 20 nM CPT, ATP luminescence, 48 h; 420,000 compounds, 12% hits; Potency, µM (top dose mostly 46.2 µM), for the others: top-dose activity change, negative = growth inhibition, most hits filed as inhibitors; AID 686979, 2013; also: nearly all actives have a fitted effect of over 55% in size
#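 Chicken DT40 Tdp1-/- cells complemented with human TDP1, 400 cells/well, exposed to compounds plus 20 nM camptothecin for at least 48 h at 37 C; viability read as ATP content by CellTiter-Glo luminescence.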
# TDP1 cell noCPT: qHTS for Inhibitors of human tyrosyl-DNA phosphodiesterase 1 (TDP1): qHTS in cells in absence of CPT; DT40 Tdp1-/- hTDP1 cells, no CPT, ATP luminescence, 48 h; Potency, µM (doses to about 46.2 µM), inactives show top-dose activity change, negative = growth inhibition, hits mostly inhibitors; 420,000 compounds, 15% hits; also: nearly all actives have a fitted effect of over 55% in size
#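 No-CPT arm: Tdp1-/-;hTDP1 DT40 cells (400/well) plus compounds, incubated ≥48 hr at 37 °C. Readout CellTiter-Glo luminescence.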
# Active calls of the source: *; ? = inconclusive; / = no result given; & = joins results of further samples. Calls follow the shape of the dose curve; as a rule, active = well fitted curve in the direction sought with a large enough effect; inconclusive = small, poorly fitted or top-dose-only effect, or another doubt; inactive = no such curve, though single readings can be large; an effect the other way counts as inactive or inconclusive. % is scaled to controls: 0 for no effect and ±100 for the full control effect; potency is read from the fitted curve at half-maximal effect.
Structure,GCN5L2 inh,DT40 TDP1 CPT,TDP1 cell noCPT
COc1ccc(Cc2nnnn2CC(=O)O)cc1,1%,-2%,8%
Cc1nc(NC(=O)C2CC2)sc1C,2%,11%,-7%
COc1ccc(-n2c(COc3cccc(C)c3)n[nH]c2=S)cc1,-4%,5%,2%
COc1ccc(CNC(=O)CN(C)S(=O)(=O)c2ccc3c(c2)n(C)c(=O)c(=O)n3C)cc1,-19%,-11%,18%
C/C=C/c1ccc(OCCOCCOc2cccc3cccnc23)c(OC)c1,0%,23µM*,15µM*
CCCNC(=O)C1(C)CCN(C(=O)c2c(Cl)cccc2Cl)C1 (centres undefined),/,0%,6%
Cc1ccc(NC(=O)[C@@H]2CCCN2C(=O)c2cccs2)cc1S(=O)(=O)N1CCCCC1,-16%,-7%,2%
CC1=C(C(=O)N(C)C)CC(CC(=O)NCCCN(C)C)C(=O)N1CCCN1CCCC1=O (centres undefined),/,8%,23%
Cc1cccc(CN2C(=O)NC(c3ccccc3)(c3ccccc3)C2=O)c1,-10%,?,?
Cc1nnc(SCC(=O)NCc2ccco2)n1Cc1ccccc1,0%,2%,4%
CC(C)CN(C(=O)COC(=O)c1ccc2c(c1)OCCO2)c1c(N)n(Cc2ccccc2)c(=O)[nH]c1=O,1%,8%,-18%
S=C(NCCc1ccccc1)N1CCc2ccccc2C1,1%,?,?
C/C(CC(=O)Nc1ccc(F)cc1)=N\NC(=O)c1ccccn1,-1%,-9%,-13%
O=C(N/N=C/c1ccc(Cl)c([N+](=O)[O-])c1)c1cnccn1,3%,-10%,-15%
COc1ccc2oc(C(=O)OCC(=O)NCCc3ccc(S(N)(=O)=O)cc3)c(C)c2c1,-3%,?,?

# One compound at a time, as listed above. Order of values: GCN5L2 inh	DT40 TDP1 CPT	TDP1 cell noCPT
# CC(C)CN(C(=O)COC(=O)c1ccc2c(c1)OCCO2)c1c(N)n(Cc2ccccc2)c(=O)[nH]c1=O as listed: 1%	8%	-18%
# CCCNC(=O)C1(C)CCN(C(=O)c2c(Cl)cccc2Cl)C1 (centres undefined) as listed: /	0%	6%

# Further records follow:
Structure,GCN5L2 inh,DT40 TDP1 CPT,TDP1 cell noCPT
COc1ccccc1-c1csc(NC(=O)c2ccc(N3C(=O)CCC3=O)cc2)n1,-7%,?,?
CC1NC(=O)N(C)[C@@H]2NC(=O)N(C)C(c3ccc([N+](=O)[O-])cc3)[C@@H]12 (some centres undefined),-19%,1%,-1%
O=C(Nc1ccccc1C(=O)N1CCOCC1)c1ccc(Cl)cc1,-1%,1%,4%
CCOC(=O)c1c(NC(=O)CSc2nc(C)cc(C)c2C#N)sc(C(C)=O)c1C,-5%,9.2µM*,7.3µM*
Cc1ccc(-c2nonc2NC(=O)c2ccc(F)cc2)cc1C,-5%,?,-74%
COc1ccccc1C(=O)N(c1ccc(C)cc1)S(=O)(=O)c1ccc(Cl)cc1,-6%,?,?
COCCN(CC(=O)Nc1cccc(C)c1C)C(=O)Cn1cnc2ccccc2c1=O,-7%,4%,13%
COc1ccc(NC(=O)c2c(-c3ccc(C)cc3)nnc3ccccc23)cc1Cl,0%,6%,-14%
Cn1c(=O)c2cc(NC(=O)Nc3ccccc3)ccc2n1Cc1ccccc1,/,?,?
OC(c1ccccc1)c1nc(-c2cccc(F)c2)cs1 (centres undefined),/,-19%,-23%
CC1(C(=O)Nc2ccc3c(c2)OCCO3)CN(S(C)(=O)=O)CC(=O)N1Cc1cccs1 (centres undefined),/,14%,2%
CCCCCCCCCC(=O)N1c2ccccc2NC(=O)C1CC(=O)Nc1ccc(C(=O)O)cc1 (centres undefined),-6%,9%,5%
Cc1ccc(-c2cc(C(F)(F)F)n3ncc(C(=O)N4CCN(C)CC4)c3n2)cc1,-5%,5%,-13%
CCCCNCc1ccc(OCc2ccc(Cl)nc2)c(OC)c1,0%,11%,-2%
CCOC(=O)CCCn1ncn2c(cc3occc32)c1=O,-3%,-28%,?
CCOc1ccc2ncc3c(-c4ccccc4)nn(CC(=O)Nc4cccc(F)c4)c3c2c1,0%,-7%,-11%
COCCNC(=S)Nc1ccc2nc(N3CCCC3)cc(C)c2c1,-1%,-1%,5%
COc1ccc(-c2cc(C(F)(F)F)nc(NCc3cccnc3)n2)cc1,22%,-5%,-9%
CC(N=C1NC(C)(C)Cc2ccccc21)C(=O)O (centres undefined),-5%,1%,-17%
CCc1cccc(NC(=O)c2c(C)oc3ncnc(N4CCCCC4)c23)c1,-10%,13µM*,9.2µM*
COc1ccc2c(C(=O)CCl)c[nH]c2c1,-1%,2.6µM*,3.3µM*
Oc1c(Cl)cc(Cl)cc1C1=NNC(c2ccc(Cl)cc2)C1 (centres undefined),-1%,-35%,?
COc1ccc(-c2[nH]ncc2CN2CCN(Cc3cccs3)CC2)c(F)c1,-8%,-10%,?
CCOc1ccc(CNS(=O)(=O)c2c(C)nc3scc(C)n3c2=O)cc1OC,-21%,-19%,-8%
CC1=C(C(=O)N(C)C)C(c2cccs2)NC(=O)N1 (centres undefined),1%,-6%,-17%
COc1cc2ccccc2cc1C(=O)Nc1ccccc1N1CCCC1,-3%,?,?
O=C(CSc1nc(=O)[nH]c2c1CCC2)NCc1ccc(Cl)cc1,-15%,7%,-7%
Cc1ccc(NC(=O)c2cc(S(=O)(=O)N3CCOCC3)cs2)cc1,-3%,-14%,8%
CCNS(=O)(=O)c1ccc(C)c(-n2cnnn2)c1C,-3%,2%,-1%
CC(=O)Nc1ccc(/C=C2/Sc3ccccc3C2=O)cc1,-3%,-7%,-9%

# Copied from the list:
# COc1cc2ccccc2cc1C(=O)Nc1ccccc1N1CCCC1 @ GCN5L2 inh: -3%
# COc1ccc2c(C(=O)CCl)c[nH]c2c1 @ DT40 TDP1 CPT: 2.6µM*

# Remaining list, next part:
Structure,GCN5L2 inh,DT40 TDP1 CPT,TDP1 cell noCPT
COc1ccc(C2(O)CC3CCC(C2)N3c2nc(C)cc(C)c2C#N)cc1 (centres undefined),-11%,-30%,-29%
CS(=O)(=O)c1ccc(Cl)c(C(=O)NC2CCSc3ccccc32)c1 (centres undefined),-9%,?,-11%
O=C(Nc1ccccc1)N1N=C(c2ccc(F)cc2)CC1c1ccc(F)cc1 (centres undefined),-7%,-19%,-26%
CCCn1c(SCC(=O)c2ccc3c(c2)NC(=O)CO3)nc2ccccc21,-2%,10µM*,9.2µM*
COCCn1c(C)cc(C(=O)CSc2nnnn2C2CCCC2)c1C,-2%,-20%,2%
O=[N+]([O-])c1ccc(/C=C/c2ccc3ccccc3n2)cc1,-4%,?,?
O=C(NCCc1ccccc1)C1CCC(Cn2c(=O)c3ccccc3n(Cc3cccc(F)c3)c2=O)CC1 (centres undefined),1%,?,?
O=C(CCCN1C(=O)/C(=C/c2cccs2)SC1=S)Nc1cccc(O)c1,-15%,21µM*,16µM*
COc1cccc(CNS(=O)(=O)c2ccc3c(c2)C(C(C)C)C(=O)N3)c1 (centres undefined),20%,?,13µM*
CSCCC(NS(=O)(=O)c1ccc(C)cc1)C(=O)N1CC=C(c2ccccc2)CC1 (centres undefined),-6%,-14%,?
COc1cccc(NC(=O)N(C)C[C@H]2Oc3cc(C#Cc4ccncc4)ccc3S(=O)(=O)N([C@H](C)CO)C[C@H]2C)c1,/,16µM*,23µM*
CC1(C(=O)Nc2ccc3c(c2)OCCO3)CN(S(C)(=O)=O)CC(=O)N1CCc1ccccc1F (centres undefined),/,-18%,-20%
CCOC(=O)c1c(NC(C)=O)sc2c(OCC(O)CNC(C)(C)C)c(Br)ccc12 (centres undefined),1%,?,10µM*
O=C(NCc1nc2ccccc2[nH]1)c1ccc(S(=O)(=O)N2CCCC2)cc1,-1%,13%,-17%
CCC1CCCCN1C/C=C/c1ccccc1[N+](=O)[O-] (centres undefined),-14%,-19%,-17%

# Entries shown so far that contain a nitro group on carbon, in the order listed:
Structure,GCN5L2 inh,DT40 TDP1 CPT,TDP1 cell noCPT
O=C(N/N=C/c1ccc(Cl)c([N+](=O)[O-])c1)c1cnccn1,3%,-10%,-15%
CC1NC(=O)N(C)[C@@H]2NC(=O)N(C)C(c3ccc([N+](=O)[O-])cc3)[C@@H]12 (some centres undefined),-19%,1%,-1%
O=[N+]([O-])c1ccc(/C=C/c2ccc3ccccc3n2)cc1,-4%,?,?
CCC1CCCCN1C/C=C/c1ccccc1[N+](=O)[O-] (centres undefined),-14%,-19%,-17%

# Other records.
Structure,GCN5L2 inh,DT40 TDP1 CPT,TDP1 cell noCPT
Cc1cc(-c2ccc([N+](=O)[O-])cc2)cc(C)n1,/,13%,-24%
COc1cccc(N(C(=O)c2ccn[nH]2)C2(C(=O)Nc3c(C)cccc3C)CCCCC2)c1,-6%,?,?
Cn1cc(S(=O)(=O)NCC2CCCO2)c(=O)n(C)c1=O (centres undefined),-10%,15%,-14%
COc1ccc(CNC(=O)CCSCc2cccc(Cl)c2)cc1,-6%,4%,-13%
CCOC(=O)c1ccc(N2C(=O)c3n[nH]c(-c4cccs4)c3C2c2cccc(OC)c2)cc1 (centres undefined),-8%,26µM*,10µM*
COc1ccc(-c2nnc(SCC(=O)NC3CCCc4ccccc43)n2N)cc1 (centres undefined),-14%,1%,0%
COc1cc(NC(=O)CSc2ccc(-c3ccccn3)nn2)cc(OC)c1,-1%&-5%,?,?
COc1ccc(CNc2nc3ccccc3n2C(C)C)cc1,2%,-7%,2%
CC(NC(=O)Cc1ccc(F)cc1)c1ccccc1 (centres undefined),-3%,-4%,-9%
Nc1sc2c(c1C(=O)NCCc1ccccc1)CCC2,-3%,6%,-26%
CN1OC[C@@H]2CN(Cc3ccccc3)[C@H](c3cccc(Oc4ccccc4)c3)C[C@@H]21,/,26µM*,23µM*
CCCCOC(=O)/C(C#N)=C\c1ccc(-c2ccc(Cl)cc2)o1,-7%,-13%,?
O=C(CCN1Cc2ccccc2C1)c1ccc2c(c1)OCCO2,-2%,3.7µM*,5.2µM*
Cc1ccc(C)c(N2CCN(C(=O)c3cn(C)c4ccc(S(=O)(=O)N(C)C)cc4c3=O)CC2)c1,0%,3%,?
O=C(NC1CCCC1)c1ccc(Cl)c(S(=O)(=O)N2CCOCC2)c1,-3%,-7%,-11%
Cc1cc(C)nc(/N=C2\NC(=O)CC(C(=O)O)N2c2ccc(C)c(C)c2)n1 (centres undefined),0%,?,?
CCN1CC(=O)Nc2cc(S(=O)(=O)N3CCOCC3)ccc21,-5%,-12%,-13%
N#Cc1c(N)nc(SCC(=O)NCc2ccc3c(c2)OCO3)c(C#N)c1-c1cccs1,2%,?,-26%
O=C(Cc1ccc(Br)cc1)NC1CCCCC1,-9%,-4%,0%
C=CCn1c(N)c(C(=O)OCC)sc1=S,-12%,6%,-18%
O=C(Cn1c2ccccc2c(=O)c2ccccc21)N/N=C/c1cc([N+](=O)[O-])ccc1N1CCCCC1,13%,?,?
CCOc1ccccc1NC(=O)Cn1c(=O)n(CCCC(=O)NCCOC)c(=O)c2cc(OC)c(OC)cc21,-11%,5%,-17%
O=C(c1ccccc1-c1nc(-c2ccccc2Cl)no1)N1CCOCC1,-3%,3%,-15%
COC(=O)c1c(OCc2cccnc2)cc(=O)n2c1CCN(C(=O)c1c3c(nn1C)CCCC3)CC2,/,-2%,-11%
CCOC(=O)C(CC)Sc1ncnc2sc3c(c12)CCCC3 (centres undefined),4%,?,?
Cc1cnc(CNc2ncncc2-c2ccoc2)cn1,-5%,-10%,-23%
Cc1sc2nc(-c3cccnc3)[nH]c(=O)c2c1-c1ccccc1,-14%,4%,?
Cc1ccc(CNC(=O)CCCCn2c(=O)c3ccccc3n(Cc3c(C)cc(C)cc3C)c2=O)cc1,0%,-1%,-10%
COc1ccc(N(Cc2cc3ccccc3[nH]c2=O)S(=O)(=O)c2ccc(C)cc2)cc1,-4%,?,?
NS(=O)(=O)c1ccc(NC(=O)c2cc(-c3ccccc3O)n[nH]2)cc1,-18%,1%,1%
O=C1CCCC1C(=O)Nc1ccc2ccccc2c1 (centres undefined),-1%,0%,-22%
CCCCCCn1c(=O)n2n(c1=O)[C@@H]1CN(S(=O)(=O)c3ccc(C)cc3)C[C@]1(O)[C@@H](OC(=O)NCc1ccccc1F)C2,/,?,?
O=C(O)c1cnn(-c2nc(-c3ccc(Br)cc3)cs2)c1C(F)(F)F,4%,-6%,?

# Screening data from PubChem.

# Not all compounds are listed; count on the stated rates, not on these rows.
